High-throughput results: PubChem, several laboratories
Thrombin inh – inhibitors of human thrombin. P00734. alpha-thrombin, Boc-VPR-AMC fluorogenic substrate cleavage. inhibition, % at 5 µM. 220,000 tested, 0.26% active. AID 1046;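 active = inhibition at or above 40%; inactive = inhibition below 40%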;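 note: 0% = enzyme with no compound and 100% = wells without enzyme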
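Test system: human alpha-thrombin protein / Dosing: one concentration per compound, 5 µM, with 0.2% DMSO / Medium: pH 7.5 Tris-saline with Tween 20 / Benchmarks: no-compound enzyme wells and no-enzyme blanks / Read-out basis: percent inhibition of thrombin substrate cleavage / Timing: reaction at room temperature / Measured by: fluorescence, ex 355 nm, em 460 nm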
TRPN1 ag – zebrafish TRPN1 (NompC) channel agonism; HEK293 zebrafish TRPN1-YFP, Fluo-8 calcium fluorescence; 100% = response to 87 µM carbachol; activation, % at 3 µM; 220,000 tested, 0.18% active; AID 1424;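 active = activation above its plate's cutoff, the mean activation of test wells on that plate plus 3 SD, cut at about 19% in these data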;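 note: 0% = DMSO alone and 100% = 87 µM carbachol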
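System: zebrafish TRPN1-YFP in HEK293 cells / Dosing: 3 µM single point / Timing: dye loading 1 h at 37 °C, then 30 min room temperature / Signal: Fluo-8 calcium fluorescence, excitation 470-495 nm, emission 515-575 nm / Read-out basis: percent activation from peak over basal fluorescence ratio, control-normalized / Control set: high carbachol 87 µM, low DMSO alone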
EBV gp42 block – EBV gp42 inhibition | Q1HVG2 | Fluorescence polarization binding assay, mP read-out | inhibition, % (tested at 21.74 µM) | 220,000 tested, 0.42% active | AID 1085; in the data active = inhibition above about 50%
Target sequence (Q1HVG2 whole entry, looked up): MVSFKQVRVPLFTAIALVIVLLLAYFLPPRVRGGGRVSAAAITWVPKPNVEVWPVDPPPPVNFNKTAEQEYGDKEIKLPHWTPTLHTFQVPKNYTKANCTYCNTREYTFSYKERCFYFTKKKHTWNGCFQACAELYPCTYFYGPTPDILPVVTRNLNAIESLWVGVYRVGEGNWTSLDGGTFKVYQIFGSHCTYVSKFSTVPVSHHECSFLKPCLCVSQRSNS
KCC2 mod – KCC2 (human) Cl- transport modulation; Q9H2X9; AID 1456; 190,000 tested, 2.2% active; B-score of Tl+ flux slope (higher = more flux/activation; lower = inhibition) at 10 µM; KCC2 cells, thallium flux FluoZin-2 fluorescence;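 active = thallium flux slope and its plate-corrected score both differing from the plate sample mean at a set confidence after two filtering rounds, in either direction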;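 note: slope of fluorescence scaled to starting intensity during 10 to 20 s after thallium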
Furin inh – inhibitors of human furin; P09958; purified furin, fluorogenic substrate cleavage; inhibition, % at 30 µM; 220,000 tested, 0.061% active; in the data active = inhibition above about 25%; note: inactives centre near -15
Target sequence (P09958 108-714 limits assumed): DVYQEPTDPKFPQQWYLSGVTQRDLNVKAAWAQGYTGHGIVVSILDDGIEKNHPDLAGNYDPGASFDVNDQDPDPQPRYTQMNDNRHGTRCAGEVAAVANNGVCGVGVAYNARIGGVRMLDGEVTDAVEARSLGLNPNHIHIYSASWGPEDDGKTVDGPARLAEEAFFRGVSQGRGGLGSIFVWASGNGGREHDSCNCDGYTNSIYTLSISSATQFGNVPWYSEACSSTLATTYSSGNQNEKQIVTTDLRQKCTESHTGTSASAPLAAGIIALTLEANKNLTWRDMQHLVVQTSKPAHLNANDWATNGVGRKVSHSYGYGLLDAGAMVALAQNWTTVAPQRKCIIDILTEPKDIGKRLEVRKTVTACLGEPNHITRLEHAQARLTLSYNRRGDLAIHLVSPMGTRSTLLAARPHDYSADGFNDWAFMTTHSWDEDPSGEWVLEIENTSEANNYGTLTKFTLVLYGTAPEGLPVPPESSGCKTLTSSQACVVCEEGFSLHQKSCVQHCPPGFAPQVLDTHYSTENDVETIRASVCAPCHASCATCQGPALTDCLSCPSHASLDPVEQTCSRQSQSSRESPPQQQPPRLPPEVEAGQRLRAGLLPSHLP
PPC-1+TRAIL kill – compounds killing PPC-1 cancer cells with TRAIL present (potentiator screen, no TRAIL-free arm); cell killing (% activity), % at 4 µM; 220,000 tested, 0.41% active; PPC-1 cells + TRAIL, ATPLite viability luminescence;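 active = cell killing above 50% in the first pass at 4 µM, then a duplicate retest at 5 µM averaging 50% or more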;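 note: plate controls were cells with TRAIL plus DMSO for no effect and medium-only wells lacking cells for full effect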
m-calpain inh – calpain II (pig) inhibition; 220,000 tested, 0.37% active; inhibition, % at 16 µM; purified calpain II, fluorogenic peptide substrate, 30 min;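 active = inhibition above about 50%, limit read from the data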
TbHK1 inh – blocks Trypanosoma brucei hexokinase 1 activity; recombinant TbHK1, G6PDH-coupled NADH A340; inhibition, % at 10 µM; 220,000 tested, 0.11% active; AID 1430;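 active = inhibition of 50% or more in the single-dose primary screen; inactive = inhibition below 50%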
TRPML3 agonist – human mucolipin-3 channel agonism | Q8TDD5 | activation, % at 3 µM | 220,000 tested, 0.29% active | HEK293 TRPML3-YFP, Fluo-8 calcium fluorescence; 100% = the carbachol control signal;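 active = activation above its plate's cutoff, the mean activation of the plate's test wells plus 3 SD, cut at about 12% in these data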;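 note: 0% = DMSO only wells and 100% = carbachol wells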
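Test system – HEK293 line with stable expression of human TRPML3-YFP channel · Control set – carbachol 87 µM final as high control (100%), DMSO as low control (0%) · Signal – Fluo-8 calcium dye fluorescence, ex 470-495, em 515-575 nm · Incubation – 1-h 37 °C dye load, 5-s basal, 120-s post-compound reads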
* = called active by the depositor; [ ] = another dose, or the depositor's remark.

`Cc1cccc(NC(=O)C2c3ccccc3C(=O)N3CCc4ccccc4C23)n1` (centres undefined) gave Thrombin inh 3, TRPN1 ag 2.3, EBV gp42 block -9, Furin inh -4, PPC-1+TRAIL kill 6, m-calpain inh 3, TbHK1 inh 4 and TRPML3 agonist 0.4.
Screening CC1CCCN(c2nc3c(c(=O)n(C)c(=O)n3C)n2CCSc2nc3ccccc3s2)C1 (centres undefined) returned Thrombin inh -7, TRPN1 ag -3.1, EBV gp42 block -4, Furin inh -13, PPC-1+TRAIL kill 15, m-calpain inh -5, TbHK1 inh -12 and TRPML3 agonist -1.8.
Screening CCOC(=O)N1CCN(C(=O)COc2ccc3c(c2)C(=O)CC(C)(C)O3)CC1 returned Thrombin inh 1, TRPN1 ag -0.5, EBV gp42 block 11, KCC2 mod 0.075, Furin inh -24, PPC-1+TRAIL kill 3, m-calpain inh inactive, TbHK1 inh -8 and TRPML3 agonist 0.8.
`O=C(O)c1ccc2c(=O)n(-c3ccccc3)c(=S)[nH]c2c1` gave Thrombin inh -1, TRPN1 ag 2.8, EBV gp42 block -21, KCC2 mod -1.3, Furin inh -25, PPC-1+TRAIL kill 7, m-calpain inh -19, TbHK1 inh -7 and TRPML3 agonist 0.6.
Screening c1ccc(-c2nc(CSc3nnnn3-c3ccccc3)cs2)cc1 returned Thrombin inh -11, TRPN1 ag 0.9, EBV gp42 block -15, Furin inh -9, PPC-1+TRAIL kill 13, m-calpain inh 22, TbHK1 inh 13 and TRPML3 agonist -0.3.
`Oc1ccc(/C=N/NC(=S)Nc2cccnc2)c(O)c1O` gave Thrombin inh -1, TRPN1 ag -0.4, EBV gp42 block 15, KCC2 mod 0.36, Furin inh 13, PPC-1+TRAIL kill 4, m-calpain inh 15, TbHK1 inh 43 and TRPML3 agonist -0.1.
CC(C)NC(=S)N/N=C/c1ccc(C(C)(C)C)cc1 was read as Thrombin inh -8, TRPN1 ag -1.0, EBV gp42 block -12, KCC2 mod 1.2, Furin inh -25, PPC-1+TRAIL kill -4, m-calpain inh 16, TbHK1 inh -8 and TRPML3 agonist -0.5.
For COC(=O)c1nn(-c2ccccc2)c(Cl)c1/C=N/OCc1ccc(C)cc1 the results were Thrombin inh 1, TRPN1 ag 0.6, EBV gp42 block -7, Furin inh -11, PPC-1+TRAIL kill -9, m-calpain inh 14, TbHK1 inh -10 and TRPML3 agonist 0.9.
Screening CCC(=O)Nc1nc2ccccc2n1Cc1ccc(Cl)cc1 returned Thrombin inh -12, TRPN1 ag -0.4, EBV gp42 block -9, KCC2 mod 0.55, Furin inh -2, PPC-1+TRAIL kill -3, m-calpain inh -14, TbHK1 inh -9 and TRPML3 agonist 1.3.
`O=C(CCS(=O)(=O)Cc1ccccc1F)NCCCN1CCCCC1` gave Thrombin inh 6, TRPN1 ag 2.0, EBV gp42 block -21, Furin inh -25, PPC-1+TRAIL kill 2, m-calpain inh 3, TbHK1 inh 5 and TRPML3 agonist 1.1.
For COC(=O)c1cc(=O)n(CCc2ccccc2)c(=Nc2ccc(F)cc2)s1 the results were Thrombin inh -3, TRPN1 ag 0.8, EBV gp42 block -5, KCC2 mod 0.24, Furin inh -10, PPC-1+TRAIL kill -2, m-calpain inh -8, TbHK1 inh -4 and TRPML3 agonist 0.0.
For CSc1cccc(NC(=O)CN(Cc2ccc(Cl)cc2)S(C)(=O)=O)c1 the results were Thrombin inh 4, TRPN1 ag -1.1, EBV gp42 block 8, KCC2 mod 0.04, Furin inh -22[20 µM], PPC-1+TRAIL kill 2, m-calpain inh 21, TbHK1 inh 0 and TRPML3 agonist 0.2.
Screening NS(=O)(=O)c1ccc(N/N=C/c2cn(-c3ccccc3)nc2-c2cccs2)c([N+](=O)[O-])c1 returned Thrombin inh 3, TRPN1 ag 0.0, EBV gp42 block 0, KCC2 mod 0.5, Furin inh -18, PPC-1+TRAIL kill 40, m-calpain inh -114, TbHK1 inh -6 and TRPML3 agonist 1.6.
Screening Cc1cccnc1NC(=S)NC(=O)c1cncc(Br)c1 returned Thrombin inh 0, TRPN1 ag 1.1, EBV gp42 block -6, KCC2 mod 0.67, Furin inh -13[20 µM], PPC-1+TRAIL kill 15, m-calpain inh -4, TbHK1 inh -1 and TRPML3 agonist -0.3.
O=C(c1ccncc1)N1N=C(C2CCCCC2)CC1(O)C(F)(F)F (centres undefined) was read as Thrombin inh -5, TRPN1 ag -0.7, EBV gp42 block -12, KCC2 mod 0.0083, Furin inh -32, PPC-1+TRAIL kill -7, m-calpain inh 8, TbHK1 inh -11 and TRPML3 agonist 0.1.
Cc1ccccc1C(=O)NNC(=S)NC(=O)COc1ccccc1 was read as Thrombin inh 0, TRPN1 ag -0.4, EBV gp42 block -26, KCC2 mod 19*, Furin inh -18[20 µM], PPC-1+TRAIL kill 10, m-calpain inh 9, TbHK1 inh 5 and TRPML3 agonist 0.3.
For COc1cccc(Nc2nc3cc(OC)ccc3cc2C#N)c1 the results were Thrombin inh -6, TRPN1 ag -1.4, EBV gp42 block -6, KCC2 mod 0.8, Furin inh -35, PPC-1+TRAIL kill 8, m-calpain inh -348, TbHK1 inh -2 and TRPML3 agonist -0.9.
For COC(=O)c1sc(S(=O)(=O)Nc2ccc(C)cc2)c(C(=O)OC)c1C the results were Thrombin inh 2, TRPN1 ag -1.9, EBV gp42 block -1, KCC2 mod -1.1, Furin inh -22, PPC-1+TRAIL kill -3, m-calpain inh 1, TbHK1 inh -4 and TRPML3 agonist -1.6.
`O=C(c1cc(-c2ccccn2)nc2c(Cl)cccc12)N1CCN(S(=O)(=O)c2ccccc2)CC1` gave Thrombin inh 1, TRPN1 ag -0.1, EBV gp42 block -21, KCC2 mod -0.16, Furin inh -5, PPC-1+TRAIL kill 26, m-calpain inh -21, TbHK1 inh 7 and TRPML3 agonist 3.8.
Screening N/C(=N\OC(=O)c1ccc(=O)n(Cc2ccccc2)c1)c1ccccn1 returned TRPN1 ag 1.4, EBV gp42 block -7, KCC2 mod 0.51, Furin inh -34, PPC-1+TRAIL kill 5, m-calpain inh -8, TbHK1 inh -1 and TRPML3 agonist 0.8.
`OC(COc1ccc2c(c1)CCC2)Cn1cnc2ccccc21` (centres undefined) gave Thrombin inh -5, TRPN1 ag 0.6, EBV gp42 block 11, KCC2 mod -0.63, Furin inh -12[20 µM], PPC-1+TRAIL kill 25, m-calpain inh 23, TbHK1 inh 4 and TRPML3 agonist -0.9.
Screening CCCc1[nH]n(-c2ccc(F)cc2)c(=O)c1C=Nc1ccc(C)cc1 returned Thrombin inh -2, TRPN1 ag 0.8, EBV gp42 block -12, KCC2 mod 0.026, Furin inh -23, PPC-1+TRAIL kill -18, m-calpain inh 12, TbHK1 inh -3 and TRPML3 agonist 0.3.
Screening O=C(C/C=N\OCc1ccc([N+](=O)[O-])cc1)Nc1ccc(Cl)cc1 returned Thrombin inh -9, TRPN1 ag -0.3, EBV gp42 block -10, KCC2 mod -0.51, Furin inh -17, PPC-1+TRAIL kill 0, m-calpain inh -1, TbHK1 inh -3 and TRPML3 agonist -0.4.
O=c1ccnc2n1COCS2 was read as Thrombin inh -1, TRPN1 ag 0.4, EBV gp42 block 1, KCC2 mod -0.62, Furin inh -8, PPC-1+TRAIL kill -3, m-calpain inh -7, TbHK1 inh 4 and TRPML3 agonist 0.2.
`O=c1ncn(-c2cccc(F)c2)c2ncccc12` gave Thrombin inh 0, TRPN1 ag 2.5, EBV gp42 block -22, KCC2 mod 1.2, Furin inh -11[20 µM], PPC-1+TRAIL kill 23, m-calpain inh -3, TbHK1 inh -4 and TRPML3 agonist 1.2.
Screening Cc1c(C(=O)NNS(=O)(=O)c2ccccc2Cl)sc(=S)n1C returned Thrombin inh -4, TRPN1 ag 0.6, EBV gp42 block -6, KCC2 mod 0, Furin inh -8, PPC-1+TRAIL kill 45, m-calpain inh 28, TbHK1 inh -23 and TRPML3 agonist 0.6.
For Cc1noc(C(=O)NCc2ccco2)c1Cl the results were Thrombin inh 2, TRPN1 ag -0.1, EBV gp42 block -23, KCC2 mod -0.42, Furin inh -20, PPC-1+TRAIL kill 13, m-calpain inh -13, TbHK1 inh -3 and TRPML3 agonist 0.3.
COC(=O)C1=C(O)CSC1=Nc1ccccc1 was read as Thrombin inh -21, TRPN1 ag 0.4, EBV gp42 block -6, KCC2 mod -0.43, Furin inh -22[20 µM], PPC-1+TRAIL kill 19, m-calpain inh 19, TbHK1 inh -9 and TRPML3 agonist 0.7.
CN1CCSc2ccc(C(=O)Nc3ccc(Cl)cc3)cc21 was read as Thrombin inh -3, TRPN1 ag 1.5, EBV gp42 block -13, KCC2 mod 0.92, Furin inh -26, PPC-1+TRAIL kill -16, m-calpain inh -44, TbHK1 inh -14 and TRPML3 agonist 0.3.
For O=C(Nc1nccs1)c1cc(-c2ccccc2)nc2ccccc12 the results were Thrombin inh -6, TRPN1 ag 1.6, EBV gp42 block -2, KCC2 mod 0.17, Furin inh 1, PPC-1+TRAIL kill 26, m-calpain inh 30, TbHK1 inh 23 and TRPML3 agonist 0.3.
Screening Nc1ccc(O)cc1C(=O)OCC(=O)c1ccc(C2CCCCC2)cc1 returned Thrombin inh -2, TRPN1 ag -2.0, EBV gp42 block -3, KCC2 mod 1, Furin inh -14, PPC-1+TRAIL kill 31, m-calpain inh -69, TbHK1 inh -1 and TRPML3 agonist -1.1.
Screening COc1ccc(N2CCN(Cc3nc4c(c(=O)[nH]c(=O)n4C)n3Cc3cccc(Cl)c3)CC2)cc1 returned Thrombin inh -1, EBV gp42 block -9, KCC2 mod -0.0022, Furin inh -37, PPC-1+TRAIL kill 5, m-calpain inh -21 and TbHK1 inh -8.

Part of the list above in order of formula weight, low to high.
CN1CCSc2ccc(C(=O)Nc3ccc(Cl)cc3)cc21 was read as Thrombin inh -3, TRPN1 ag 1.5, EBV gp42 block -13, KCC2 mod 0.92, Furin inh -26, PPC-1+TRAIL kill -16, m-calpain inh -44, TbHK1 inh -14 and TRPML3 agonist 0.3.
For O=C(Nc1nccs1)c1cc(-c2ccccc2)nc2ccccc12 the results were Thrombin inh -6, TRPN1 ag 1.6, EBV gp42 block -2, KCC2 mod 0.17, Furin inh 1, PPC-1+TRAIL kill 26, m-calpain inh 30, TbHK1 inh 23 and TRPML3 agonist 0.3.
Screening O=C(C/C=N\OCc1ccc([N+](=O)[O-])cc1)Nc1ccc(Cl)cc1 returned Thrombin inh -9, TRPN1 ag -0.3, EBV gp42 block -10, KCC2 mod -0.51, Furin inh -17, PPC-1+TRAIL kill 0, m-calpain inh -1, TbHK1 inh -3 and TRPML3 agonist -0.4.
